# Source: PubChem BioAssay (several laboratories)
# phage Ecoli inh: E. coli growth loss with phage present | AID 651602 | inhibition, % at 11.9 µM | growth absorbance | hit rate 0.26% among 360,000; in the data active means inhibition above about 11%
# Wnt bcat act: activators of Wnt/beta-catenin signaling; activation, % at 9.35 µM; hit rate 1.2% among 300,000; Wnt/beta-catenin reporter cell assay, activator, plate reader; in the data active means activation above about 30%, passing the limit was not always enough;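 further: 0% = neutral control wells and 100% = positive control wells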
# Numbers without * were called inactive.
SMILES,phage Ecoli inh,Wnt bcat act
COc1cc(/C=C/CN2CCC(C(=O)NC(c3ccc(F)cc3)c3ccc4ccccc4n3)CC2)ccc1OC(C)=O (stereo not drawn),5.0,-5
CC1=CN2C(c3cccc([N+](=O)[O-])c3)=NON(c3ccc(C)cn3)C2C=C1 (stereo not drawn),3.1,0
OC[C@H]1O[C@@H](c2nc(-c3cccc4ccccc34)no2)[C@H](O)[C@@H]1O,2.5,26
CN1CCN(C2CN(C3CCCCC3)S(=O)(=O)C2)CC1 (stereo not drawn),3.9,-2
Cc1cc(C)c(C2=NOC3c4ccccc4OCC23)c(C)c1 (stereo not drawn),4.6,-1
COc1ccc(Cl)cc1-c1cc(C(=O)Nc2ccccc2)[nH]n1,5.7,0
CCCCc1ccc(S(=O)(=O)NC(=O)C2(C)CCN2C(=O)CCc2cccs2)cc1 (stereo not drawn),-2.5,1
CCC/C(=C1/c2ccccc2C(=O)N1c1ccccc1)c1c(C)noc1C,1.5,0
CC(=O)N1CC2(CC(c3ccccc3F)=NO2)CN1c1ccc(Cl)cc1 (stereo not drawn),3.1,-2
CC1(C(=O)NCc2cccc3ccccc23)CCN1C(=O)C1(c2ccccc2)CCCC1 (stereo not drawn),3.3,-2
COc1cc(C(=O)C(=O)N2CCC(Cc3ccccc3)CC2)cc2ccccc12,1.8,-3
COC(=O)c1cccc(CN2C(=O)C(C)Oc3ccc(C)cc32)c1 (stereo not drawn),1.8,-1
CCN1CCN(c2ccc(NC(=O)CC3OC(=O)c4ccccc43)cc2C)CC1 (stereo not drawn),0.8,-4
CCOC(=O)c1ccc(-c2ccc(N3C(c4ccsc4)=Cc4ccc(F)cc4C3c3c[nH]c4ccc(C#N)cc34)cc2)cc1F (stereo not drawn),3.7,-6
C[C@@H]1CCCCO[C@H](CN(C)Cc2ccc(C(F)(F)F)cc2)[C@@H](C)CN([C@H](C)CO)C(=O)c2cc(NS(=O)(=O)c3cn(C)cn3)ccc2O1,-0.1,-1
C=C(C)Cn1c2ccc(NC(=S)NCc3ccccc3F)cc2c(=O)n1C,2.6,-2
COc1ccc(C(O)C(O)(C(=O)OC(C)C)c2ccc(C)cc2)cc1 (stereo not drawn),1.9,-1
C=CC1=CCN(S(=O)(=O)C(C)(C)C)[C@H]1CCO,-3.1,-1
CN(CC(=O)Nc1ccc(F)cc1)C(=O)c1ccc(-c2ccc(F)cc2)o1,3.5,-1
COc1ccc(-c2ccc3[nH]c4c(c3c2)CCN2C(=O)[C@@H]([C@H](C)O)[C@@H](N(C)C(=O)Nc3ccc(F)cc3)C[C@@H]42)cc1,0.9,9
Cc1ccccc1-c1n[nH]nc1C1=CC(=O)C[C@H](c2ccc(F)cc2)C1,3.2,-1
CC(C)(C)c1ccc(CC(=O)N2CCC2(C)C(=O)NS(=O)(=O)c2cccc(Cl)c2)cc1 (stereo not drawn),0.2,-3
CC1(C(=O)NS(=O)(=O)c2cccc(C#N)c2)CCN1C(=O)C1CCCCC1 (stereo not drawn),2.0,35*
C(=C/c1ccccc1)/c1ccccc1,2.6,-1
Cc1cccc(C)c1NC(=O)CN1CCN(C(=O)CCC(=O)N2CCC(c3ccccc3)=N2)CC1,1.7,-1

# Carrying on:
SMILES,phage Ecoli inh,Wnt bcat act
O=C(NCc1ccccc1Cl)c1csc([C@@H]2C[C@H](O)[C@@H](CO)O2)n1,1.1,-2
COc1cccc(C(=O)NCCCNc2nc3cc(C)cc(C)c3cc2C#N)c1,3.1,-3
OC[C@@H]1CN(Cc2cccc(C(F)(F)F)c2)C[C@H](n2cnc3c(NC4CC4)ncnc32)O1,0.5,-2
O=C(NCc1cccnc1)c1ccc2nc([C@@H]3O[C@H](CO)[C@H](O)[C@H](O)[C@H]3O)[nH]c2c1,1.5,2
CCCCn1nnnc1C(c1cc2ccccc2o1)N(C)Cc1ccc(Cl)c(Cl)c1 (stereo not drawn),2.9,-6
CC1(Oc2cnc(Cl)c3ccccc23)CCN(Cc2ccc(-c3ccccn3)cc2)C1 (stereo not drawn),3.0,-1
CC(=O)Nc1ccc(C(=O)N2CCCC(c3cc(C(=O)Nc4ccccc4Cl)no3)C2)cc1 (stereo not drawn),1.6,-2
O=C(Nc1nnc([C@@H]2O[C@H](CO)[C@@H](O)[C@H]2O)s1)Nc1ccccc1C(F)(F)F,1.6,2
COc1ccc(-c2cnc3c(NC=O)cc(-c4ccc(F)cc4)cn23)cc1OC,1.0,-9
O=C(NCCN1CCC(n2c(=O)[nH]c3ccccc32)CC1)c1ccccc1,2.9,0
O=C1CN(CCN2CC(=O)N(Cc3ccccc3)C(=O)C2)CC(=O)N1Cc1ccccc1,2.4,-3
Nc1nc2c(ncn2[C@@H]2O[C@H](CNCc3ccc(OCCCN4CCOCC4)cc3)[C@@H](O)[C@H]2O)c(=O)[nH]1,1.8,-3
CCOc1ccccc1C(=O)NCC(=O)N(C)CC(=O)Nc1ccc(N2CCOCC2)cc1,2.0,-1
CN(C)c1ccc(-c2ccnc3c2CC(C)(C(=O)NCc2ccc(F)c(F)c2)O3)cc1 (stereo not drawn),1.2,1
Cc1csc(=O)n1CCC(=O)OCC(=O)Nc1ccc(N2CCOCC2)cc1,3.3,-3
O=C(NCc1ccncc1)c1ccc2nc([C@@H]3O[C@H](CO)[C@H](O)[C@H](O)[C@H]3O)[nH]c2c1,2.9,1
COc1ccc(F)cc1-c1cc(C(=O)NCc2cccc(Cl)c2)[nH]n1,3.5,-5
O=C(C=Cc1ccc(O)c(O)c1)NCC(=O)NC(Cc1ccccc1)C(=O)O (stereo not drawn),0.8,-4
CC1CC(O)C2C3(C)CCCC2(COC3=O)C12CCC1(CCOC1=O)O2 (stereo not drawn),3.1,-1
CCOC(=O)C1=CCN(S(=O)(=O)c2ccccc2Br)C1c1ccccc1 (stereo not drawn),1.1,-1
C[C@H](O)[C@@H]1C(=O)N2CCc3c([nH]c4ccccc34)[C@@H]2C[C@@H]1N(C)C(=O)Nc1cc(Cl)cc(Cl)c1,5.3,-4
CC(C)C[C@H]1CN(CCCC[C@@H]2CNC(=O)C(=O)N2Cc2ccccc2)C(=O)C(=O)N1CC1CCCCC1,0.7,-1
CC(=O)C1=C(O)C(=Cc2ccccc2)OC1=O,0.5,4
Cc1ccc2nc(CN(C)C(=O)[C@H](CCc3ccccc3)NC(=O)[C@H]3O[C@@H](n4cnc5c(N)ncnc54)[C@H](O)[C@@H]3O)[nH]c2c1,2.6,-4
CC(=O)N1Cc2cc(C(=O)NCC(F)(F)F)nc(-c3cccc(-c4cc5ccccc5o4)c3)c2[C@@H]1CCO,0.9,11

# Next section
SMILES,phage Ecoli inh,Wnt bcat act
CCOC(=O)C1(C)CCN1C(=O)c1cc(OC)ccc1Br (stereo not drawn),4.4,-5
CC1=CC(=O)C(Sc2ccc(C)cc2)=CC1=O,-0.3,8
CC(=O)Nc1cccc(-c2cnc(NC(C)=O)cn2)c1,2.1,7
CNCc1cc(C)n(-c2cc(S(=O)(=O)N3CCOCC3)ccc2N2CCCC2)c1C,4.0,1
Cc1cc(O)ccc1Nc1cc(-c2cccc(N)c2)ncn1,1.6,12
COc1ccc(NC(=O)c2cc(-c3cc(F)ccc3OC(C)C)n[nH]2)c(OC)c1,-0.8,-2
CCOC(=O)N(C)C[C@H]1OCc2cn(nn2)CCCC(=O)N([C@H](C)CO)C[C@@H]1C,2.1,-1
CC1(C(=O)NS(=O)(=O)C2CC2)CCCN(C(=O)c2c(F)cccc2F)C1 (stereo not drawn),2.0,0
CCCNC(=O)Nc1nc(C(N)c2ccc(OC)cc2)cs1 (stereo not drawn),0.3,1
O=C(NCc1ccccc1)C(c1ccc(-c2ccccc2)cc1)N1CCN(C(=O)C2CCCO2)CC1 (stereo not drawn),0.9,1
CCCCC1CC2=C(C(=O)OC(C)(C)O2)C(c2cccc3ccccc23)O1 (stereo not drawn),-1.2,-5
CC(=O)Nc1cccc(-c2ccnc3c2CC(C)(C(=O)NCc2ccco2)O3)c1 (stereo not drawn),1.1,-1
CCCc1c(-c2ccccc2Br)ncn1Cc1ccccc1OC,0.9,5
CSc1nc(N)n2nccc2n1,2.8,-1
CC1(C(=O)NS(=O)(=O)c2ccc(Cl)cc2)CCN1C(=O)c1ccccc1CCc1ccccc1 (stereo not drawn),0.7,-5
CC(NC(=O)COC(=O)c1ccccc1O)c1ccccc1 (stereo not drawn),1.8,-1
COc1cccc(-c2cc(N3CCN(C(=O)c4ccoc4)CC3)n3nc(-c4cccc(Cl)c4)cc3n2)c1,0.6,-5
C[C@H](CO)N1C[C@H](C)[C@@H](CN(C)Cc2ccncc2)OCCCC[C@H](C)Oc2ccc(NC(=O)CCCN(C)C)cc2C1=O,2.8,-2
CCCCN1C[C@H](CSC)[C@@H](CC(=O)Nc2ccc(Br)cc2)C1=O,1.5,-2
CCCCNC(=O)C[C@@H]1C[C@@]2(C(=O)OC)CC(C)(C)CC=C2N(CCc2ccc(OC)c(OC)c2)C1=O,2.1,-5
COc1ccc(S(=O)(=O)N2CCC[C@H]2C(=O)N2CCC[C@H]2C(=O)N[C@@H](C)c2ccccc2)cc1C,-2.6,-1
CC(C)NC(=O)N[C@H]1C=C[C@H](CC(=O)NCc2ccc(Oc3ccccc3)cc2)O[C@@H]1CO,-0.6,-1
CN(C)CCCNC(=O)c1cccc(-c2ccc3nncn3c2)c1,1.3,-1
CC(=O)c1ccc(Nc2nc(C(N)C3CCCCC3)cs2)cc1 (stereo not drawn),-0.5,-5
CCCNC(=O)c1cc(C2CCCCN2S(=O)(=O)c2ccc(F)cc2F)on1 (stereo not drawn),1.0,-1

# 16 of the compounds above, bar-delimited.
Molecule | phage Ecoli inh | Wnt bcat act
CC(=O)Nc1cccc(-c2cnc(NC(C)=O)cn2)c1 | 2.1 | 7
CNCc1cc(C)n(-c2cc(S(=O)(=O)N3CCOCC3)ccc2N2CCCC2)c1C | 4.0 | 1
Cc1cc(O)ccc1Nc1cc(-c2cccc(N)c2)ncn1 | 1.6 | 12
COc1ccc(NC(=O)c2cc(-c3cc(F)ccc3OC(C)C)n[nH]2)c(OC)c1 | -0.8 | -2
CCOC(=O)N(C)C[C@H]1OCc2cn(nn2)CCCC(=O)N([C@H](C)CO)C[C@@H]1C | 2.1 | -1
CC1(C(=O)NS(=O)(=O)C2CC2)CCCN(C(=O)c2c(F)cccc2F)C1 (stereo not drawn) | 2.0 | 0
CCCNC(=O)Nc1nc(C(N)c2ccc(OC)cc2)cs1 (stereo not drawn) | 0.3 | 1
O=C(NCc1ccccc1)C(c1ccc(-c2ccccc2)cc1)N1CCN(C(=O)C2CCCO2)CC1 (stereo not drawn) | 0.9 | 1
CCCCC1CC2=C(C(=O)OC(C)(C)O2)C(c2cccc3ccccc23)O1 (stereo not drawn) | -1.2 | -5
CC(=O)Nc1cccc(-c2ccnc3c2CC(C)(C(=O)NCc2ccco2)O3)c1 (stereo not drawn) | 1.1 | -1
CCCc1c(-c2ccccc2Br)ncn1Cc1ccccc1OC | 0.9 | 5
CSc1nc(N)n2nccc2n1 | 2.8 | -1
CC1(C(=O)NS(=O)(=O)c2ccc(Cl)cc2)CCN1C(=O)c1ccccc1CCc1ccccc1 (stereo not drawn) | 0.7 | -5
CC(NC(=O)COC(=O)c1ccccc1O)c1ccccc1 (stereo not drawn) | 1.8 | -1
COc1cccc(-c2cc(N3CCN(C(=O)c4ccoc4)CC3)n3nc(-c4cccc(Cl)c4)cc3n2)c1 | 0.6 | -5
C[C@H](CO)N1C[C@H](C)[C@@H](CN(C)Cc2ccncc2)OCCCC[C@H](C)Oc2ccc(NC(=O)CCCN(C)C)cc2C1=O | 2.8 | -2

# Next section
SMILES,phage Ecoli inh,Wnt bcat act
CC(C)C[C@@H](COCc1cccc(C(F)(F)F)c1)N1CCN(C(=O)c2ccc(C(F)(F)F)cc2)CCC1=O,1.8,-4
CC(C)(C)S(=O)N1Cc2cc(C(=O)N3CCOCC3)nc(-c3cccc(Br)c3)c2[C@H]1CCO (stereo partly drawn),2.4,0
CN(CC(=O)Nc1cccc(F)c1)C(=O)c1cccc(S(=O)(=O)N2CCN(Cc3ccccc3)CC2)c1,1.9,-3
Cc1cc(F)cc(-c2cc(C(=O)NCc3ccccc3)[nH]n2)c1,4.1,-1
CC(=O)NC(c1ccc(F)c(F)c1)c1nc(-c2ccncc2)cs1 (stereo not drawn),0.8,-2
COC(=O)C[C@H]1C=C[C@@H](NC(=O)Nc2c(C)noc2C)[C@@H](CO)O1,3.3,4
NC(c1ccc(F)c(F)c1)c1nc(-c2cncnc2)cs1 (stereo not drawn),0.8,-1
O=[N+]([O-])c1ccc(Sc2nnnn2-c2ccccc2)nc1,4.1,-1
CNc1nc(Oc2ccc3sc(C)nc3c2)c2sccc2n1,3.6,-1
Cn1c(=O)c2cc(NC(=S)NC3CC3)ccc2n1Cc1ccccc1,3.3,2
COC(=O)[C@@]12C[C@@H](CC(=O)NCCc3ccccc3OC)C(=O)N(CCc3ccc(OC)c(OC)c3)C1=CCC(C)(C)C2,-2.2,-5
Cc1c(C(=O)NCc2ccc3c(c2)OCO3)sc(=O)n1Cc1ccc(S(C)(=O)=O)cc1,2.1,-2
COc1ccc(-c2ccc3c(c2)O[C@H](CN(C)C(=O)Nc2ccccc2F)[C@@H](C)CN([C@H](C)CO)S3(=O)=O)cc1,2.2,1
Cc1cc2c(cc1C)-n1nnnc1C(N1CCN(C(=O)OCc3ccccc3)CC1)C(=O)N2 (stereo not drawn),2.2,0
COc1ccc(S(=O)(=O)NC2CC(C)(C)NC(C)(C)C2)c(C)c1C,2.4,-2
COc1cc(CN2C[C@@H](CO)O[C@@H](n3cnc4c(NC5CCC5)ncnc43)C2)cc(OC)c1OC,-1.4,-2
CCCCCCCCCc1conc1C(=O)CP(=O)(OC)OC,3.3,-3
COc1cc(-c2coc3c(C(=O)NCc4ccc(C(F)(F)F)cc4)cccc23)ccc1O,1.6,-3
CN1C(=O)[C@H]2[C@@H](c3ccc(C(F)(F)F)cc3)N[C@]3(CCCN(Cc4ccco4)C3=O)[C@H]2C1=O,1.7,-2
COc1cc(CN2CCN(c3ncc(Cc4ccccc4)cn3)CC2)cc(OC)c1,0.6,-5
C[C@@H]1CN([C@H](C)CO)C(=O)c2c(c3ccccc3n2C)-c2ccccc2CO[C@H]1CN(C)C(=O)NC1CCCCC1,2.7,-2
CC(C)(C)c1ccc(CC(=O)N2CCC2(C)C(=O)Nc2cnc3ccccc3c2)cc1 (stereo not drawn),-0.4,-3

# Some of the compounds tested; rates above refer to the full screens.
